# Screens from PubChem BioAssay.
# AID2073: inhibitors of Mint1-CaV2.2 protein interaction, biochemical, HTRF (AID 2073); HTRF protein-protein interaction, Mint1-CaV2.2; higher % means a stronger effect; inhibition, % at 20 µM, or IC50 in µM where a hit was titrated; 0.19% of 290,000 active; in the data active = inhibition mostly above about 51%, no sharp cut-off; note: some results filed as inactive read as strong as hits
# KOR beta-arrestin-1: KOR antagonists, beta-arrestin recruitment, cell-based, luminescence, uHTS (AID 1778); KOR beta-arrestin recruitment, luminescence, antagonist mode; higher % means a stronger effect; 0.091% of 290,000 active; inhibition, % at 10 µM, or IC50 in µM where a hit was titrated; Kappa-type opioid receptor (Homo sapiens); note: strong numbers were not always called active
# GPR55 beta-arrestin: GPR55 agonists via beta-arrestin recruitment, primary screen, imaging, U2OS cells, beta-arrestin-GFP redistribution (AID 1961) | G-protein coupled receptor 55 (Homo sapiens) | U2OS GPR55 beta-arrestin-GFP redistribution imaging; higher % means a stronger effect | activation, % at 10 µM, or EC50 in µM where a hit was titrated | 0.048% of 290,000 active;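 active = activation above 40% with more than 50 cells counted in the well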;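 note: U2OS osteosarcoma cells stably expressing GPR55 and beta-arrestin-GFP; plate controls were DMSO negative control for no effect and LPI positive control for full effect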
# NOD1 inhibition: NOD1 signaling inhibitors, primary screen, cell-based, luminescence, uHTS (AID 1578); NOD1-driven NF-kB luciferase reporter cells, luminescence; higher % means a stronger effect; inhibition, % at 4 µM, or EC50 in µM where a hit was titrated; 1% of 290,000 active; in the data active = inhibition mostly above about 36%, no sharp cut-off; inactive = mostly below about 34%;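 note: HEK-293T reporter cells stimulated with the NOD1 agonist gamma-tri-DAP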
# NOD2 inhibition: NOD2 signaling inhibitors, cell-based, luminescence, uHTS, HEK293 (AID 1566) | 0.63% of 290,000 active | inhibition, % at 4 µM; hits with a dose series show EC50 in µM | HEK293 NOD2/NF-kB luciferase reporter, luminescence; higher % means a stronger effect; note: many of its hits are not listed in these tables
# P. falciparum M1AAP: P. falciparum M1AAP inhibitors, biochemical, fluorogenic H-Leu-NHMec substrate, 1536-well (AID 1445). Aminopeptidase N (Plasmodium falciparum (isolate 3D7)). recombinant M1AAP, H-Leu-NHMec fluorogenic kinetic assay; higher % means a stronger effect. one-dose inhibition, % at 30 µM; IC50 in µM for titrated hits. 0.42% of 220,000 active;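 active = primary inhibition above the hit cutoff, then over 50% inhibition at one or more dose response concentrations, cut at about 23% in these data, passing the limit was not always enough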;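 note: plate controls were DMSO full reaction for no effect and no enzyme background for full effect; strong numbers were not always called active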
# M17LAP inhibition: P. falciparum M17LAP inhibitors, primary screen, biochemical, fluorogenic H-Leu-NHMec substrate, 1536-well (AID 1619) | Leucine aminopeptidase (Plasmodium falciparum (isolate 3D7)) | 0.38% of 220,000 active | one-dose inhibition, % at 30 µM; IC50 in µM for titrated hits | recombinant M17LAP, H-Leu-NHMec fluorogenic kinetic assay; higher % means a stronger effect;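 active = compound inhibiting the enzyme by more than half at any dose during confirmatory dose-response retesting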;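 note: plate controls were full reaction with DMSO carrier for no effect and no enzyme background for full effect; strong numbers were not always called active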
# KOR beta-arrestin-2: KOR agonists, beta-arrestin recruitment, primary screen, cell-based, luminescence, uHTS (AID 1777) | Kappa-type opioid receptor (Homo sapiens) | 0.02% of 280,000 active | activation, % at 10 µM, or EC50 in µM where a hit was titrated | KOR beta-arrestin recruitment, luminescence; higher % means a stronger effect; in the data active = activation above about 50%, passing the limit was not always enough; note: a part of the inactive calls stands beside numbers as strong as those of hits
# Dynein transport: inhibitors of GR-EGFP nuclear translocation, primary screen, dynein cargo transport inhibitor project, imaging, high-content, 3617.4 mouse cells; z-score, hits read low; 0.47% of 220,000 active; AID 1381, 2008; test concentration mostly 20 µM; stimulated with dexamethasone, 1 µM; stronger effect = lower value;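 active = plate z-score of nuclear minus cytoplasmic receptor signal below a set negative limit, without overly bright fluorescence or cell loss, cut at about -3.5 in these data, passing the limit was not always enough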;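 note: z-score of nuclear minus cytoplasmic ring GR-EGFP intensity difference per well; some compounds called inactive have numbers as strong as hits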
#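 Buffer or medium – tet-free medium with charcoal-stripped serum · Signal – automated 10x imaging of fixed Hoechst-stained cells · Also added – dexamethasone agonist, 1.0 µM final, for 30 min · Incubation – induction 48 h, compound 1 h, agonist 30 min · Read-out – GR-EGFP nuclear translocation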
# Dynein transport cytoplasmic EGFP: further read-out of Dynein transport, marked with its call; z-score; measured here: cytoplasmic GR-EGFP intensity; stronger effect = higher value
# Dynein transport nuclear GR-EGFP: second read-out of Dynein transport, no call of its own (marks repeat the call); z-score; measured here: nuclear GR-EGFP intensity;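 lower value marks the stronger effect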
# Dynein transport cell count: further read-out of Dynein transport, marked with its call; z-score; measured here: cell count per field
# Numbers without * were called inactive; · = not tested or not shown; [ ] = dose if it differs, or a comment. Cut-off read from the data, not from the text of the source, unless noted: active = inhibition above about 50%; inactive = the rest.
# Results follow in this order: AID2073	KOR beta-arrestin-1	GPR55 beta-arrestin	NOD1 inhibition	NOD2 inhibition	P. falciparum M1AAP	M17LAP inhibition	KOR beta-arrestin-2	Dynein transport	Dynein transport cytoplasmic EGFP	Dynein transport nuclear GR-EGFP	Dynein transport cell count
1: CCCN(CC1CC1)S(=O)(=O)c1ccc(-n2cnnn2)c(OC)c1
 : -3.2%	26.4%	-0.2%	3.6%	-3.9%	4.9%	-9.1%	6.0%	-1.03	-0.143	-0.311	0.649
2: CN1C(=O)c2ccc(S(=O)(=O)c3ccc(C(=O)O)cc3)cc2C1=O
 : 1.3%	-17.9%	-0.1%	-18.2%	-1.1%	-0.8%	-5.0%	-1.9%	-0.167	-0.183	0.124	-0.202
3: CC1(C)Nc2ccccc2C(=O)N1NC(=O)c1ccccc1
 : 12.4%	14.9%	0.0%	-14.6%	2.0%	22.7%	4.7%	1.8%	-0.288	-0.173	-0.126	0.384
4: CC(C)CNC(=O)C1CCN(c2ccc(S(=O)(=O)N3CCOCC3)cc2[N+](=O)[O-])CC1
 : -5.8%	17.8%	0.0%	-1.3%	18.8%	·	·	-3.4%	-0.208	-0.836	-0.325	-0.132
5: O=C(NCc1ccncc1)C1CCCCC1
 : -4.1%	-16.0%	0.0%	-15.6%	0.1%	1.5%	-1.4%	-0.1%	-0.702	-0.075	-0.182	0.533
6: O=C(Oc1c(CN2CCOCC2)cc(Cl)c2cccnc12)c1ccccc1
 : 1.1%	44.0%	0.0%	-25.7%	-0.9%	4.4%	-2.4%	-1.9%	0.418	-0.0439	0.125	0.212
7: CCCC(=O)N1CCN(c2ccc(NC(=O)c3ccc([N+](=O)[O-])o3)cc2Cl)CC1
 : 1.5%	12.1%	3.6%	17.8%	9.6%	-4.3%	-2.8%	0.6%	-4.73*	1.44*	-1.99*	-0.319*
8: CC(=O)Nc1nc(-c2ccc3c(c2)OCO3)cs1
 : 1.2%	-7.4%	-0.1%	1.1%	-50.7%	4.8%	-9.1%	3.6%	-1.64	-0.461	-1.01	0.782
9: COc1ccc(S(=O)(=O)N2CCC(C(=O)Nc3c(F)cccc3F)CC2)cc1
 : 5.0%	11.0%	-0.1%	-13.3%	-2.4%	2.1%	-4.9%	-0.9%	-0.883	-0.264	-0.147	1.43
10: C=CCn1c(SCC(=O)Nc2ncc(Cc3cc(C(F)(F)F)ccc3Cl)s2)nnc1-c1ccncc1
 : 27.0%	11.7%	-0.2%	6.2%	2.6%	1.2%	5.0%	1.3%	0.56	0.0195	0.994	-1.59
11: Cc1ccc(-n2c(-c3nn(C)cc3Cl)n[nH]c2=S)cc1
 : -1.7%	-2.5%	-0.2%	-11.0%	5.3%	0.3%	-38.2%	3.7%	-0.45	0.254	-0.43	0.382
12: C=COCCNC(=S)Nc1cccc(Cl)c1
 : -11.4%	-3.5%[20 µM]	-0.1%	-11.3%	-16.2%	-0.5%	16.4%	·	-0.608	-0.207	-0.93	0.279
13: CCc1ccc(NC(=O)CCc2c(C)nn(-c3ccc(N4CCOCC4)nn3)c2C)cc1
 : 12.1%	-2.4%	0.6%	-29.2%	-9.3%	·	·	4.0%	·	·	·	·
14: S=c1[nH]nc(COc2ccccc2)n1/N=C/c1ccc(Cl)c(Cl)c1
 : 12.5%	-1.8%	0.0%	-6.1%	3.4%	·	·	-2.2%	·	·	·	·
15: CN(CC(=O)N1CCc2ccccc2C1)c1ccccc1
 : 12.3%	31.2%	-0.1%	-1.7%	-2.0%	·	·	-2.7%	·	·	·	·
16: OCc1cn(-c2ccc(Cl)cc2)nn1
 : -6.3%	-6.5%	-0.3%	-3.8%	6.7%	11.6%	25.4%	3.8%	-0.462	-0.0654	-0.512	-0.222
17: O=C(/C=C/c1ccco1)NCC1(c2ccccc2)CCCC1
 : 28.5%	16.2%	0.0%	-13.4%	7.4%	0.9%	-4.0%	-3.4%	-0.523	-0.0535	-0.562	-0.4
18: CN(C(=O)CC1C(=O)NCCN1Cc1cccc(F)c1F)C1CC(C)(C)NC(C)(C)C1 (stereo not drawn)
 : 3.2%	14.4%	-0.1%	-29.2%	7.4%	·	·	1.2%	·	·	·	·
19: Cc1cc(C)nc(NC(=O)c2c(Cl)cccc2Cl)n1
 : -2.8%	-9.2%	-0.3%	14.9%	-4.8%	-6.1%	-16.3%	5.3%	3.04	-0.3	0.446	-0.604
20: O=C(NCCCO)c1ccc2[nH]c3c(c2c1)CCCC3
 : -0.8%	-12.6%	-0.1%	-10.3%	-1.5%	7.2%	4.5%	-0.6%	0.81	-0.422	0.0169	0.283

# Ordered by molecular weight (largest number first): some entries from above
# Results follow in this order: AID2073	KOR beta-arrestin-1	GPR55 beta-arrestin	NOD1 inhibition	NOD2 inhibition	P. falciparum M1AAP	M17LAP inhibition	KOR beta-arrestin-2	Dynein transport	Dynein transport cytoplasmic EGFP	Dynein transport nuclear GR-EGFP	Dynein transport cell count
6: O=C(Oc1c(CN2CCOCC2)cc(Cl)c2cccnc12)c1ccccc1
 : 1.1%	44.0%	0.0%	-25.7%	-0.9%	4.4%	-2.4%	-1.9%	0.418	-0.0439	0.125	0.212
17: O=C(/C=C/c1ccco1)NCC1(c2ccccc2)CCCC1
 : 28.5%	16.2%	0.0%	-13.4%	7.4%	0.9%	-4.0%	-3.4%	-0.523	-0.0535	-0.562	-0.4
8: CC(=O)Nc1nc(-c2ccc3c(c2)OCO3)cs1
 : 1.2%	-7.4%	-0.1%	1.1%	-50.7%	4.8%	-9.1%	3.6%	-1.64	-0.461	-1.01	0.782
12: C=COCCNC(=S)Nc1cccc(Cl)c1
 : -11.4%	-3.5%[20 µM]	-0.1%	-11.3%	-16.2%	-0.5%	16.4%	·	-0.608	-0.207	-0.93	0.279

# Next records:
# Results follow in this order: AID2073	KOR beta-arrestin-1	GPR55 beta-arrestin	NOD1 inhibition	NOD2 inhibition	P. falciparum M1AAP	M17LAP inhibition	KOR beta-arrestin-2	Dynein transport	Dynein transport cytoplasmic EGFP	Dynein transport nuclear GR-EGFP	Dynein transport cell count
21: Nn1c(SCc2ccccc2F)nnc1-c1cccnc1
 : 1.2%	4.0%	-0.3%	-8.2%	-38.1%	6.5%	-4.4%	-0.7%	1.92	0.111	0.94	-2.58
22: O=C(CNc1cc(S(=O)(=O)N2CCOCC2)ccc1NCC1CCCO1)Nc1cccc(F)c1 (stereo not drawn)
 : -15.2%	-22.7%	-0.1%	-14.5%	9.0%	·	·	6.6%	·	·	·	·
23: Cc1ccc(C(=O)Nc2ncc(C)s2)s1
 : 0.4%	-27.2%	-0.3%	-82.1%	-217.9%	·	·	1.2%	·	·	·	·
24: CCOC(=O)C(C(=O)NCc1cccc(OC)c1)c1ncc(C(F)(F)F)cc1Cl (stereo not drawn)
 : -1.0%	-7.6%	-0.3%	-20.2%	0.9%	14.5%	15.6%	-2.4%	0.301	-0.21	-0.107	-0.0441
25: NC(=S)N=Nc1c(O)[nH]c2c(Br)cc(Br)cc12
 : 5.6%	25.6%	0.1%	-31.2%	26.7%	13.3%	-0.3%	-6.8%	-0.35	-0.274	0.399	0.604
26: Cc1ccccc1NNC(N)=S
 : -2.4%	4.9%	-0.4%	-36.5%	10.1%	-2.0%	-2.4%	-2.4%	0.104	-0.311	0.374	-0.00933
27: COCCNC(=O)C1(S(=O)(=O)c2ccccc2)CC=CC1
 : -1.7%	-30.7%[20 µM]	-0.2%	6.0%	4.7%	·	·	-0.7%	·	·	·	·
28: N#Cc1ccc(C(c2nnnn2CCc2ccccc2)N2CCCCCC2)cc1 (stereo not drawn)
 : -2.7%	15.0%	0.1%	-10.9%	3.9%	-12.7%	-6.8%	3.4%	-0.711	-0.206	-0.395	1.47
29: CN(C)S(=O)(=O)c1ccc(S(=O)(=O)NCc2cccs2)cc1
 : -4.0%	17.2%	0.2%	1.5%	10.6%	·	·	-1.2%	·	·	·	·
30: CCCCCCn1c(=O)c(Cc2ccccc2)c(O)c2ccccc21
 : 19.7%	-19.3%	0.2%	31.5%	13.1%	6.2%	-61.6%	2.2%	-0.571	-0.336	0.0709	0.0786
31: Cc1noc(C)c1COc1cccc(C(=O)Oc2ccc3c(c2)OCO3)c1
 : 0.9%	7.4%	-0.2%	-20.7%	17.3%	6.8%	2.2%	-3.2%	0.457	-0.182	0.306	-0.484
32: COC(=O)N/N=C/c1c(C)cc(C)cc1C
 : 11.3%	-35.9%	0.4%	-36.9%	-2.2%	-2.8%	-29.7%	4.2%	-0.13	-0.282	-0.308	0.0651
33: CCCC(CCC(=O)Nc1nccs1)C(=O)O (stereo not drawn)
 : 1.4%	-39.6%[20 µM]	0.1%	-30.4%	6.7%	8.0%	3.1%	·	0.271	-0.257	0.109	0.523
34: CC(=O)c1cn(CC(=O)Nc2ccc(C)cc2)c2ccccc12
 : 41.3%	-22.9%	0.0%	4.6%	30.1%	2.6%	-7.3%	2.2%	-0.359	-0.229	-0.104	0.167
35: CC(=O)c1cccc(N=C2NC(=O)C(CO)(CO)S2)c1
 : -8.7%	-17.7%	0.0%	-31.5%	6.0%	3.3%	1.7%	0.5%	0.223	-0.0375	0.596	0.0124
36: Cc1cc(C)c2nc(-c3ccccn3)cc(C(=O)NCc3cc(C)n(C)n3)c2c1
 : 2.9%	-32.9%[20 µM]	-0.1%	-22.8%	21.1%	16.4%	-2.8%	-1.4%	0.575	-0.262	0.954	-0.692
37: Cc1ncc([N+](=O)[O-])n1CCOC(=O)C12CC3CC(CC(C3)C1)C2
 : 2.4%	5.3%	0.1%	-18.5%	17.7%	0.5%	3.3%	-5.1%	0.805	-0.306	0.488	0.392
38: CN(CCOc1ccccc1)C(=O)C1CCC(=O)N(CCN2CCOCC2)C1 (stereo not drawn)
 : 4.5%	-1.6%	-0.2%	-24.5%	-10.5%	·	·	-2.5%	·	·	·	·
39: Cc1ccc(C)c(N2C(=O)CS/C2=N\NC(=O)c2ccccc2Cl)c1
 : 0.4%	26.0%	-0.1%	-26.0%	1.4%	-0.1%	5.8%	0.3%	-0.573	-0.154	-0.0521	0.331
40: Nc1nonc1-c1nc2ccccc2n1Cc1ccc(F)cc1
 : -4.8%	-21.8%	-0.2%	-28.9%	-26.3%	-9.1%	3.0%	-0.7%	-0.49	-0.249	-0.0051	-0.54

# These rows are one share of the data (hit frequency here may not be typical).
